Compound activity deposited in PubChem by PCMD.
C1s block: human complement C1s inhibition | purified C1s, fluorogenic AMC substrate, pooled mixtures | mean inhibition % of two 10-compound mixtures (hits give high values), % at 5 µM (by protocol) | actives 0.16% (n = 62,000) | AID 538;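 active means inhibition above 20% in each of the two 10-compound mixture wells holding the compound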;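 further: 0% = enzyme wells lacking compound mixture and 100% = no-enzyme blank wells; some compounds called inactive have numbers as strong as hits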
CatL inh: blocks human cathepsin L protease activity. P07711. purified cathepsin L, fluorogenic substrate, fluorescence. inhibition, %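 (tested at 10 µM)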. actives 0.17% (n = 58,000); in the data active means inhibition above about 45%;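 further: 0% = enzyme with no compound and 100% = no enzyme blank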
Target sequence (P07711 114-288 limits assumed): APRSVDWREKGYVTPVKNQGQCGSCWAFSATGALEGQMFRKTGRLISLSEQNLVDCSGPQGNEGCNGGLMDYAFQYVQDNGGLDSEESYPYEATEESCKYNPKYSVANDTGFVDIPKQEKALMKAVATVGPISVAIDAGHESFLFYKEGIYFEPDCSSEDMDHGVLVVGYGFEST
Target sequence (P07711 292-333 limits assumed): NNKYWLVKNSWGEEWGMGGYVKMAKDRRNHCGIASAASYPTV
FXIa inh mix: inhibitors of human coagulation factor XIa, pooled mixtures; P03951; purified FXIa, fluorogenic substrate; inhibition, % at 5 µM; actives 0.19% (n = 62,000); AID 680;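 further: each value is inhibition by a whole ten-compound pool holding the compound; 0% = enzyme with no mixture and 100% = wells lacking enzyme; strong numbers were not always called active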
FXIIa inh mix: factor XIIa (human) inhibition, mixture screen; P00748; purified FXIIa, fluorogenic substrate, pooled mixtures; inhibition, % at 5 µM; actives 0.2% (n = 62,000);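 further: 0% = enzyme without compound and 100% = no enzyme blank; some results filed as inactive read as strong as hits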
CatB mix inh: human cathepsin B inhibition by mixtures; P07858; Purified cathepsin B, AMC dipeptide fluorescence, compound mixtures; inhibition, %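 (ten-compound pools at 5 µM per compound and 50 µM total)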; actives 0.06% (n = 62,000); AID 488; in the data active means inhibition above about 22%, passing the limit was not always enough;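 further: 0% = enzyme without compound and 100% = no enzyme blank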
CatB block: blocks human cathepsin B protease activity. actives 0.1% (n = 63,000). AID 453. purified cathepsin B, fluorogenic substrate, fluorescence. inhibition, %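 (tested at 10 µM)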; in the data active means inhibition above about 21%;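 further: 0% = enzyme with no compound and 100% = no enzyme blank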
CatS block: inhibitors of human cathepsin S | P25774 | recombinant cathepsin S, AMC dipeptide fluorescence, pooled mixtures | inhibition, %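 (tested at 5 µM per compound within 10-compound mixtures)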 | actives 0.06% (n = 62,000) | AID 501; in the data active means inhibition above about 32%, passing the limit was not always enough;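 further: 0% = enzyme without compound and 100% = blank without enzyme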
Target sequence (P25774 115-331 limits assumed): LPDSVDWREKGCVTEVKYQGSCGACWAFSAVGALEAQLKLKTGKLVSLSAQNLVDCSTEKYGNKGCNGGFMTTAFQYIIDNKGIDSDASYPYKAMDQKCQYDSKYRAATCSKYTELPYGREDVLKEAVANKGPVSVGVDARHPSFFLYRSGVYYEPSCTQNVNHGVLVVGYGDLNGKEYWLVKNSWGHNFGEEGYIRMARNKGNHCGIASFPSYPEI
AP complement: orthogonal test for alternative complement pathway inhibitors | Human serum alternative complement pathway, LPS-coated ELISA, C3 deposition; tested in compound mixtures | inhibition, % at 5 µM | actives 0.08% (n = 62,000);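 active means inhibition above 30% in each of the two pooled mixtures holding the compound, so the lower value exceeds 30%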;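 further: 0% = serum in Mg-EGTA without compound and 100% = EDTA serum blank; some compounds past the cut are filed as inactive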
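Test system – human serum alternative complement pathway, C3 deposition on LPS-coated wells · Buffer or medium – diluted human serum in Mg2+-EGTA GVB++ · Compound dosing – 5 µM each compound, pools of ten, 50 µM per pool · Schedule – 1 h serum-compound exposure at 37 °C · Measured by – Anti-C3 ELISA, OD 450 nm · Read-out basis – percent inhibition of C3 deposition onto LPS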
CatG inh: inhibitors of human cathepsin G; P08311; purified enzyme, AMC-tetrapeptide fluorescence, pooled mixtures; inhibition, % at 5 µM (by protocol); actives 0.2% (n = 62,000);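 active means inhibition above 20% in each of the two mixture wells holding the compound; inactive means inhibition of 20% or less in either well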;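 further: 0% = enzyme control without mixture and 100% = blank lacking enzyme; strong numbers were not always called active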
Target sequence (P08311 21-244 limits assumed): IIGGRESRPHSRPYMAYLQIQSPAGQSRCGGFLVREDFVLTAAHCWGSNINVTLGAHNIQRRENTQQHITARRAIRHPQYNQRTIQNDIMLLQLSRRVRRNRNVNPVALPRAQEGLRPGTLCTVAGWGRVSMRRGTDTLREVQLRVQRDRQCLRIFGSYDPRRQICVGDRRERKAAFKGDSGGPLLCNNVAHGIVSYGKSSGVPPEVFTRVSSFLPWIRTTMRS
Starred values were filed as active, the others as inactive; nt = no result given. Unless noted, no stated cut-off is given here; in the data, active means inhibition above about 20% (passing the limit was not always enough); inactive means the rest.

#1 CCOC(=O)c1[nH]c(C)c(C(=O)Nc2ccc3c(c2)CCC3)c1C
#2 O=S(=O)(NCc1ccccc1)c1ccc2c(c1)OCCO2
#3 O=C(c1cc(-c2ccc(Cl)cc2Cl)on1)N1CCOCC1
#4 CN1CCN(c2ccc(Cl)cc2NC(=O)c2nn(-c3ccccc3)c(=O)c3ccccc23)CC1
#5 CC(C)(C)c1nc(CN2CCCCC2)cc(CN2CCCCC2)c1O
#6 CCOc1ccc(Cc2nc(C)c(CC(=O)N3CCOCC3)c(=O)[nH]2)cc1
#7 Cc1cc2nnc(SCc3ccccc3)n2c(N)n1
#8 Nc1nonc1-c1nc2ccccc2n1Cc1ccc(F)cc1

Assay by compound | 1 | 2 | 3 | 4 | 5 | 6 | 7 | 8
CatS block | -6 | 14 | 3 | 6 | -3 | 0 | 5 | 2
CatL inh | 11 | 15 | 5 | 10 | 3 | -3 | 7 | 29
CatG inh | 2 | 7 | 5 | 4 | 5 | 2 | -1 | -1
FXIa inh mix | 4 | 6 | 0 | 7 | 4 | 11 | 6 | 17
CatB block | 3 | 3 | 2 | -1 | 2 | 1 | 2 | 73*
FXIIa inh mix | -23 | 2 | 8 | -3 | 6 | 10 | 2 | 2
AP complement | -3 | -2 | 10 | -8 | 10 | 13 | 2 | 0
CatB mix inh | -1 | 1 | 2 | -3 | 2 | 1 | 2 | 80*
C1s block | 5 | 4 | -49 | 4 | -13 | -3 | 6 | 3

#9 COc1ccc(OC)c(NC(=O)CSc2nnnn2-c2ccccc2F)c1
#10 Cc1cc2c(=O)n(Cc3ccco3)c(SCC(=O)N3CCCc4ccccc43)nc2s1
#11 Cc1cc(N2CCCC(C(=O)Nc3ccc4c(c3)CCC4)C2)n2ncnc2n1 (centres undefined)
#12 CC(=O)c1cc(-c2ccccc2)n(CC(=O)N2CCC(N3CCCCC3)CC2)c1C
#13 O=C(NC12CC3CC(CC(C3)C1)C2)c1ccccc1O
#14 COc1ccc(C2=CC(=O)OC3(CCCCC3)O2)cc1
#15 CC1=C/C(=C/N(C)c2ccccc2)C(=O)S1
#16 O=c1ccc2cc(S(=O)(=O)N3CCOCC3)ccc2o1

Assay by compound | 9 | 10 | 11 | 12 | 13 | 14 | 15 | 16
CatS block | 0 | 15 | 9 | 6 | 11 | 8 | 12 | 16
CatL inh | nt | 6 | 25 | 11 | nt | -1 | -3 | 8
CatG inh | 0 | 0 | 9 | 12 | 12 | 10 | 1 | 17
FXIa inh mix | -12 | 8 | 2 | 5 | 2 | 7 | 3 | 15
CatB block | 2 | -2 | 4 | 2 | 3 | -2 | 11 | 3
FXIIa inh mix | 5 | 12 | -19 | 0 | 3 | -22 | 0 | 8
AP complement | 4 | 2 | -13 | -6 | -3 | 19 | -16 | 2
CatB mix inh | -7 | 5 | 2 | 2 | -2 | 4 | 5 | 7
C1s block | -47 | -8 | 7 | 11 | -2 | 12 | 5 | 20

#17 O=S(=O)(c1ccc2ccccc2c1)N(CC(O)CN1CCOCC1)c1ccccc1 (centres undefined)
#18 O=C(CN1C(=O)CCC1=O)Nc1nc(-c2ccccn2)cs1
#19 CCn1c2ccccc2c2nnc(SCC(=O)NC(C(=O)OC)C(C)C)nc21 (centres undefined)
#20 CCOc1ccc(NC(=O)COC(=O)c2cccnc2)cc1
#21 COc1cc(Cl)c(S(=O)(=O)NCCCN2CCOCC2)cc1Cl
#22 N#Cc1ccccc1CSc1nc(O)cc(=O)[nH]1
#23 O=C(OC1CCCCC1=O)c1cc(=O)c2ccccc2o1 (centres undefined)
#24 O=C(CSc1nnc(-c2cccnc2)n1Cc1ccco1)N1c2ccccc2Sc2ccccc21

Assay by compound | 17 | 18 | 19 | 20 | 21 | 22 | 23 | 24
CatS block | -12 | -1 | 0 | 2 | -4 | -3 | 15 | 0
CatL inh | 5 | -2 | -3 | 25 | 3 | nt | nt | 5
CatG inh | 16 | -3 | 9 | -1 | -4 | 9 | 9 | -2
FXIa inh mix | 7 | 3 | 6 | -2 | -2 | -4 | 25 | 7
CatB block | 4 | 2 | 4 | 3 | -1 | 1 | 1 | -1
FXIIa inh mix | -20 | -15 | 3 | 6 | 4 | 14 | 3 | -1
AP complement | 5 | 14 | 15 | 7 | 7 | -2 | 4 | -3
CatB mix inh | 4 | 2 | 6 | -1 | 1 | -2 | 3 | 3
C1s block | 13 | -16 | 19 | 1 | -24 | 2 | -10 | 0

#25 CCS(=O)(=O)c1ccc(NC(=O)c2ccccc2Cl)c(O)c1
#26 CC(=O)c1cccc(NC(=O)N2CCCC2C(=O)NCc2ccccc2)c1 (centres undefined)
#27 CC1CN(c2nc3c(c(=O)n(C)c(=O)n3C)n2Cc2c(Cl)cccc2Cl)CC(C)O1 (centres undefined)
#28 C=CCn1c(-c2cccc(Cl)c2)n[nH]c1=S
#29 Cc1ccccc1CN1C(=O)C(O)(CC(=O)c2ccncc2)c2ccccc21 (centres undefined)
#30 Cc1cc(C)nc(Nc2n[nH]c(COc3ccccc3)n2)n1
#31 Cc1nc2sc(C(c3ccc(F)cc3)N3CCN(C(=O)c4ccco4)CC3)c(O)n2n1 (centres undefined)
#32 O=C(COC(=O)c1ccc(N2CCCC2=O)cc1)NCc1ccco1

Assay by compound | 25 | 26 | 27 | 28 | 29 | 30 | 31 | 32
CatS block | -15 | 1 | -24 | 3 | -3 | 7 | 4 | 1
CatL inh | 6 | nt | -5 | nt | -8 | -4 | 1 | 17
CatG inh | -4 | 5 | 8 | 8 | 13 | 2 | 8 | 9
FXIa inh mix | -16 | 2 | -2 | -1 | 9 | 2 | -7 | 9
CatB block | 0 | -5 | 4 | 4 | 1 | -2 | 7 | 4
FXIIa inh mix | -13 | -16 | 2 | 12 | -3 | 3 | 7 | 7
AP complement | 10 | 1 | 6 | 4 | 18 | 0 | 7 | -9
CatB mix inh | -12 | 0 | -7 | 1 | 3 | 1 | 2 | 3
C1s block | -97 | 3 | 0 | -3 | 18 | -13 | -12 | 11

#33 Cn1c(SC/C=C/c2ccccc2)nnc1-c1cccs1
#34 O=C(NO)c1ccccc1O
#35 COc1ccccc1N(CC(=O)NC1CCCCC1)S(C)(=O)=O
#36 CC(C)OC(=O)NCCOC(=O)Nc1cccc(Cl)c1
#37 CCOC(=O)Cn1nc(-c2ccc(C)cc2)ccc1=O
#38 Cc1nn(Cc2ccc(C(=O)Nc3ccc(C(=O)OC(C)C)cc3)o2)c(C)c1Cl
#39 Cc1cc(NC(=O)c2ccc(Br)c(S(=O)(=O)N3CCCC3)c2)no1
#40 CSc1ccc(CN(C)CC(=O)NC(=O)NC(C)(C)C)cc1

Assay by compound | 33 | 34 | 35 | 36 | 37 | 38 | 39 | 40
CatS block | 17 | -2 | -1 | -1 | 3 | -3 | -3 | 25
CatL inh | 13 | 23 | nt | nt | 13 | 4 | -1 | 8
CatG inh | 13 | 8 | 5 | 12 | 13 | 7 | 6 | 8
FXIa inh mix | 5 | 5 | 9 | -1 | 5 | 4 | 9 | 4
CatB block | 3 | nt | 6 | 1 | 1 | 4 | 3 | -1
FXIIa inh mix | -13 | 12 | 5 | 13 | 9 | -17 | 5 | 4
AP complement | 5 | 22 | 6 | 2 | 0 | 3 | 11 | 0
CatB mix inh | 7 | 4 | 0 | -7 | 0 | 2 | -2 | 3
C1s block | 13 | 8 | 3 | 6 | 13 | 12 | 13 | 24

#41 CCOc1cc(N2CCOCC2)c(OCC)cc1NC(=O)CSc1cccc[n+]1[O-]
#42 O=C(NCCCn1ccnc1)c1cc(S(=O)(=O)N2CCOCC2)c(Cl)cc1Cl
#43 Cc1nc(N2CCN(c3ccccc3)CC2)nc2c1C(=O)CCC2
#44 CC(=O)N1CCN(Cc2nc3cc(NC(=O)C4CCCCC4)ccc3n2C)CC1
#45 CCN(CC)S(=O)(=O)c1cccc2c(N(C)C)cccc12
#46 COc1ccccc1CNS(=O)(=O)c1cc(C)ccc1OC
#47 Cc1cc(C)cc(N2C(=O)CC(n3ccnc3)C2=O)c1 (centres undefined)
#48 COc1ccccc1-c1nnc(SCC(=O)OC(C)C)o1

Assay by compound | 41 | 42 | 43 | 44 | 45 | 46 | 47 | 48
CatS block | 20 | 0 | -2 | 5 | 17 | -5 | -3 | -14
CatL inh | 16 | nt | 5 | 18 | -27 | 15 | -2 | nt
CatG inh | 12 | 10 | 3 | 1 | 4 | -9 | -5 | 3
FXIa inh mix | 3 | 6 | 6 | 2 | 3 | -1 | 4 | -3
CatB block | 1 | 3 | 7 | -5 | 1 | 1 | -1 | 1
FXIIa inh mix | -2 | -17 | 17 | 3 | 6 | -5 | 9 | 7
AP complement | 0 | 20 | 19 | 8 | -12 | -4 | 5 | 8
CatB mix inh | 5 | 6 | 2 | 4 | 1 | -5 | 2 | -5
C1s block | 15 | 26 | -9 | 8 | -40 | -19 | -6 | -66

#49 Cn1c(COc2ccc3ccccc3c2)nnc1SCC(=O)O
#50 Cc1cccc(OCCCC(=O)O)c1C
#51 CC1(C)Oc2ccc(C(=O)NC3CC3)cc2N(CC(=O)N2CCOCC2)C1=O
#52 Cc1nc(NCCCn2ccnc2)c2oc3ccccc3c2n1
#53 CN/S(=N/S(=O)(=O)c1ccccc1)c1ccc(C)cc1 (centres undefined)
#54 O=C(c1oc(=O)c2ccccc2c1-c1ccccc1)N1CCC(O)CC1
#55 CN1C(=O)c2cccc3c(S(=O)(=O)Nc4ccccn4)ccc1c23
#56 CC(=O)Nc1nc(COc2ccccc2)cs1
#57 CC(C(=O)NCc1ccc2c(c1)OCO2)N1c2cccc3cccc(c23)S1(=O)=O (centres undefined)
#58 O=C(Nc1ccc(Br)c(Cl)c1)C1CC1

Assay by compound | 49 | 50 | 51 | 52 | 53 | 54 | 55 | 56 | 57 | 58
CatS block | 0 | -1 | 17 | -3 | -1 | 9 | 16 | 13 | 7 | 12
CatL inh | -2 | -6 | 8 | -1 | 3 | 14 | 2 | 13 | 2 | -4
CatG inh | -4 | -2 | -11 | -1 | 12 | -1 | -3 | 12 | 12 | 11
FXIa inh mix | 4 | 1 | 1 | 7 | 3 | 13 | 3 | 4 | 4 | 5
CatB block | -1 | 4 | 7 | 0 | 0 | 2 | -2 | 3 | 2 | -5
FXIIa inh mix | 5 | 16 | -18 | -15 | 7 | 8 | -10 | 0 | 3 | 4
AP complement | 3 | 11 | -5 | 28 | 8 | 4 | -3 | 4 | 2 | 8
CatB mix inh | 2 | 0 | 8 | -4 | 4 | 2 | 4 | 3 | 2 | 5
C1s block | -3 | -1 | -36 | -3 | 14 | 1 | 1 | 13 | -3 | 19

Full records as entered above:
O=C(Nc1ccc(Br)c(Cl)c1)C1CC1 is listed as CatS block: 12; CatL inh: -4; CatG inh: 11; FXIa inh mix: 5; CatB block: -5; FXIIa inh mix: 4; AP complement: 8; CatB mix inh: 5; C1s block: 19
CC(=O)Nc1nc(COc2ccccc2)cs1 is listed as CatS block: 13; CatL inh: 13; CatG inh: 12; FXIa inh mix: 4; CatB block: 3; FXIIa inh mix: 0; AP complement: 4; CatB mix inh: 3; C1s block: 13
CC(C(=O)NCc1ccc2c(c1)OCO2)N1c2cccc3cccc(c23)S1(=O)=O (centres undefined) is listed as CatS block: 7; CatL inh: 2; CatG inh: 12; FXIa inh mix: 4; CatB block: 2; FXIIa inh mix: 3; AP complement: 2; CatB mix inh: 2; C1s block: -3

This is a subset, so the mix of outcomes need not match the whole.
